Screens (PubChem BioAssay)
IDE cell activ = boosts human insulin-degrading enzyme activity in HEK cells. P14735. 340,000 tested, 0.073% active. activation, % at 5.96 µM. FAbeta-B cleavage, fluorescence polarization; 0% vehicle, 100% cell-free pure enzyme wells;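 active = activation above the mean of all tested compounds plus 3 SD, set per screening campaign, cut at about 17% in these data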
CRFR2-BP antag = blocks CRF-induced signaling of the CRF-BP/CRF-R2 complex. 350,000 tested, 0.59% active. HEK293 CRF-R2/CRF-BP, CRF-induced calcium fluorescence. AID 588475. inhibition, % at 11.8 µM;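 active = inhibition of the ligand-induced calcium signal above about 50% at the single tested concentration, limit read from the data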
NS3 helicase inh = HCV NS3 helicase inhibition; NS3 helicase DNA unwinding, Cy5 molecular beacon fluorescence; inhibition, % at 10.9 µM; 290,000 tested, 0.56% active;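 active = inhibition above the mean of all tested compounds plus 3 SD, set per campaign, cut at about 35% in these data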;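 note: 0% = DMSO wells and 100% = thioflavine S control wells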
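test system = hepatitis C virus NS3 helicase domain fragment enzyme | reagent = annealed dual-labelled DNA beacon duplex, ATP-started | times = 1 h at 25 °C | detection = Cy5 fluorescence, 0 and 60 min reads | read-out basis = percent inhibition from t60/t0 fluorescence ratio | control set = DMSO and thioflavine S | replication = one well per compound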
IDE inh = inhibits human insulin-degrading enzyme in HEK cells; 320,000 tested, 0.41% active; AID 434962; FAbetaB cleavage, fluorescence polarization; inhibition, % at 5.59 µM; P14735;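 active = percent inhibition above the average of all tested compounds plus 3 SD, set per screening campaign, cut at about 16% in these data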;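 note: IDE supplied by intact live HEK cells; FP after avidin binding of uncleaved biotin substrate so inhibition keeps polarization high; 0% = DMSO wells and 100% = 60 µM reference IDE inhibitor Ii1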
UBC9 SUMO inh = blocks human SUMOylation mediated by UBC9; HTRF SUMOylation assay, SAE1/SAE2 + UBC9, in vitro; AID 2006; inhibition, % at 35 µM; 290,000 tested, 0.36% active; in the data active = inhibition above about 50%, passing the limit was not always enough; note: strong numbers were not always called active
Target sequence (P63279 whole entry, looked up): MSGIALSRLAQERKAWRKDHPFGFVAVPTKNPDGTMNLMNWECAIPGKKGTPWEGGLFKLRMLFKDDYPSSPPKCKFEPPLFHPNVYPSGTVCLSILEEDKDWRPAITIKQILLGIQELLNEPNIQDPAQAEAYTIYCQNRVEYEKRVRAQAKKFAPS
p-CIP stab down = lowers stability of the mouse p/CIP coactivator protein; Q05BA5; decrease of EGFP signal, % at 10 µM; F442A p/CIP-EGFP cells, EGFP fluorescence, 16 h; 290,000 tested, 0.01% active;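 active = EGFP signal decrease of at least 30% at 10 µM or well 3 SD below plate mean, unless failing retest; inactive = the rest, including hits failing retest or dose response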; note: some compounds called inactive have numbers as strong as hits; many of its hits are not listed in these tables
VIM-2 inhibitor = blocks Pseudomonas aeruginosa VIM-2 metallo-beta-lactamase | purified VIM-2, nitrocefin hydrolysis, epi-absorbance fluorescence | inhibition, % at 5.6 µM | 290,000 tested, 0.89% active | AID 1527;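 active = inhibition above the mean of all tested compounds plus 3 SD, cutoff set per screening run, cut at about 7.5% in these data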;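 note: red hydrolysis product quenches plate fluorescence so inhibitors raise well fluorescence; 0% = enzyme with DMSO and 100% = DMSO without enzyme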
GalR3 antag = blocks the human galanin receptor 3. inhibition, % at 3 µM. HEK293 GalR3-CNG cAMP membrane potential fluorescence; galR3 body fused to GalR1 C-terminus. 360,000 tested, 0.44% active. O60755. AID 651719;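 active = inhibition above the screen-wide average plus 3 SD, cut at about 13% in these data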;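 note: forskolin and galanin both at EC90 stimulate the cells; cAMP rise reported by CNG channel membrane potential dye signal; 0% = forskolin plus galanin with DMSO and 100% = forskolin alone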
Target sequence (O60755 1-299 limits assumed): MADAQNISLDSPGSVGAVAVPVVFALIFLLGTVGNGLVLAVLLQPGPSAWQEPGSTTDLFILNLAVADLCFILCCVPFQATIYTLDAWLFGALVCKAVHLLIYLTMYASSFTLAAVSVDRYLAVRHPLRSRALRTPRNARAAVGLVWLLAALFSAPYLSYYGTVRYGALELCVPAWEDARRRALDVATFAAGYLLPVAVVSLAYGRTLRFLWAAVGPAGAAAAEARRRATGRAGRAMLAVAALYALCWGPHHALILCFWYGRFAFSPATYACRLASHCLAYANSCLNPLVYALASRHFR
IMP-1 inh = blocks Pseudomonas aeruginosa IMP-1 metallo-beta-lactamase | 290,000 tested, 0.45% active | inhibition, % at 5.6 µM | purified IMP-1, nitrocefin hydrolysis, epi-absorbance fluorescence;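 active = inhibition above the mean plus 3 SD of all compounds in the same screening run, cut at about 4.5% in these data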;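 note: 0% = IMP-1 with DMSO and 100% = DMSO wells lacking enzyme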
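System – purified recombinant IMP-1 beta-lactamase · Input – IMP-1 dispensed at 0.2 nM · Timing – 15 min preincubation plus 25 min reaction at 25 °C · Signal – Epi-absorbance fluorescence, 480 nm excitation, 530 nm emission · Measure – percent IMP-1 inhibition derived from blank-referenced optical density · Controls – Enzyme-plus-DMSO low control, enzyme-free DMSO high control · Replication – singlicate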
Starred values were filed as active, the others as inactive.

For O=C(c1cc2cc(Br)ccc2o1)N1CCCCC1 the results were IDE cell activ -1.2, CRFR2-BP antag -0.8, NS3 helicase inh 6.1, IDE inh 0.9, UBC9 SUMO inh 17.7, p-CIP stab down -5.4, VIM-2 inhibitor -1.4, GalR3 antag -4.5 and IMP-1 inh -2.4.
Cc1ccc(OC/C(=N\O)C(C)(C)C)c([N+](=O)[O-])c1 was read as IDE cell activ 0.9, CRFR2-BP antag 7.0, NS3 helicase inh 12.9, IDE inh 2.5, UBC9 SUMO inh 9.6, p-CIP stab down 6.7, VIM-2 inhibitor -2.4, GalR3 antag -8.4 and IMP-1 inh -2.1.
O=C(CSc1cnc2ccccc2n1)NC1CCCC1 was read as IDE cell activ -1.1, CRFR2-BP antag -22.0, NS3 helicase inh -15.2, IDE inh 0.5, UBC9 SUMO inh 2.7, p-CIP stab down 0.8, VIM-2 inhibitor 0.8, GalR3 antag -2.7 and IMP-1 inh -1.4.
For O=[N+]([O-])c1ccc(N2CCN(C(=S)NCc3ccc(Cl)cc3)CC2)cc1 the results were IDE cell activ -3.4, CRFR2-BP antag 22.8, NS3 helicase inh -8.5, IDE inh 1.2, UBC9 SUMO inh 2.1, p-CIP stab down -10.1, VIM-2 inhibitor -0.7, GalR3 antag -10.2 and IMP-1 inh -1.0.
Screening C[N+]1(CCCCSc2ccc(O)cc2)CCCCC1 returned IDE cell activ -0.8, CRFR2-BP antag 10.9, NS3 helicase inh 5.9, IDE inh 1.2, UBC9 SUMO inh -2.7, p-CIP stab down -1.3, VIM-2 inhibitor -1.3, GalR3 antag -2.1 and IMP-1 inh -0.4.
Screening O=S(=O)(N(Cc1ccccc1)[C@@H](CO)Cc1ccccc1)N(Cc1ccccc1)[C@@H](CO)Cc1ccccc1 returned IDE cell activ 2.5, CRFR2-BP antag -1.1, IDE inh 3.7 and GalR3 antag -4.6.
`CCCC1OC2CC3C4CCC5=CC(=O)C=CC5(C)C4C(O)CC3(C)C2(C(=O)O)O1` (stereo unspecified) gave IDE cell activ 7.9, CRFR2-BP antag 5.0, NS3 helicase inh 3.4, IDE inh 4.9, UBC9 SUMO inh -4.1, p-CIP stab down -9.3, VIM-2 inhibitor -2.3, GalR3 antag -9.6 and IMP-1 inh -3.1.
`Cc1oc2cc(O)ccc2c(=O)c1-c1ccccc1` gave IDE cell activ -8.2, CRFR2-BP antag 26.4, NS3 helicase inh -3.7, IDE inh -4.4, UBC9 SUMO inh 27.3, p-CIP stab down 14.3, VIM-2 inhibitor 0.0, GalR3 antag -1.1 and IMP-1 inh -1.9.
For O=C(O)CC(=O)Nc1cc(Cl)ccc1O the results were IDE cell activ 2.0, CRFR2-BP antag 6.6, NS3 helicase inh 4.0, IDE inh 1.5, UBC9 SUMO inh 6.3, p-CIP stab down 4.4, VIM-2 inhibitor -3.2, GalR3 antag -2.7 and IMP-1 inh -2.7.
`O=C(Nc1cc(C(F)(F)F)ccc1N1CCCC1)C1CCCO1` (stereo unspecified) gave IDE cell activ 0.6, CRFR2-BP antag -4.6, IDE inh 4.1 and GalR3 antag -3.4.
For O=C1N=C(N2CCCCC2)S/C1=C\c1ccccc1F the results were IDE cell activ 0.3, CRFR2-BP antag 10.9, NS3 helicase inh -2.3, IDE inh -2.1, UBC9 SUMO inh -0.4, p-CIP stab down -6.1, VIM-2 inhibitor 1.2, GalR3 antag -8.1 and IMP-1 inh -3.6.
For Cc1cc(C)cc(NC(=O)CSc2nnc(-c3ccccc3)n2N)c1 the results were IDE cell activ 1.8, CRFR2-BP antag 0.6, NS3 helicase inh 1.8, IDE inh 3.6, UBC9 SUMO inh 26.0, p-CIP stab down -9.0, VIM-2 inhibitor -2.2, GalR3 antag 2.0 and IMP-1 inh -1.0.
For COC(=O)c1cn(NC(=O)Cc2cccc(OC)c2)c(=O)c2ccccc12 the results were IDE cell activ -3.7, CRFR2-BP antag -20.0, NS3 helicase inh 5.7, IDE inh -1.2, UBC9 SUMO inh 0.0, p-CIP stab down 10.8, VIM-2 inhibitor -2.5, GalR3 antag -2.3 and IMP-1 inh -2.8.
`CC1(C)Cc2c(C#N)c(NCC3CCCO3)nc(-c3ccco3)c2CO1` (stereo unspecified) gave IDE cell activ -1.9, CRFR2-BP antag 103.6*, NS3 helicase inh 14.9, IDE inh 3.0, UBC9 SUMO inh 22.5, p-CIP stab down -5.8, VIM-2 inhibitor -5.5, GalR3 antag -2.5 and IMP-1 inh -4.6.
Screening COc1ccc(C(=O)NCC(=O)OCC(=O)N2CC(C)CC(C)C2)cc1 (stereo unspecified) returned IDE cell activ -3.7, CRFR2-BP antag -5.9, NS3 helicase inh -2.9, IDE inh 2.3, UBC9 SUMO inh 8.2, p-CIP stab down -12.8, VIM-2 inhibitor -2.2, GalR3 antag -4.9 and IMP-1 inh -4.0.
For CCOc1cc(NC(=S)NCC2CCCO2)c(OCC)cc1NC(=O)c1cccc(C)c1 (stereo unspecified) the results were IDE cell activ -0.6, CRFR2-BP antag -3.5, NS3 helicase inh -8.1, IDE inh -7.6, UBC9 SUMO inh -14.3, p-CIP stab down -10.8, VIM-2 inhibitor -6.5, GalR3 antag -1.1 and IMP-1 inh -1.8.
Screening Cc1ccsc1/C=N/n1c(-c2cccnc2)n[nH]c1=S returned IDE cell activ 3.2, CRFR2-BP antag -6.9, NS3 helicase inh -6.5, IDE inh 6.8, UBC9 SUMO inh -4.4, p-CIP stab down -5.0, VIM-2 inhibitor -3.1, GalR3 antag -2.7 and IMP-1 inh -2.7.
Screening COCCCNC(=O)c1ccc2c(c1)OCO2 returned IDE cell activ 0.4, CRFR2-BP antag -5.2, NS3 helicase inh 0.8, IDE inh 2.5, UBC9 SUMO inh 22.6, p-CIP stab down -6.6, VIM-2 inhibitor -0.2, GalR3 antag -2.1 and IMP-1 inh -0.4.
`CSc1nnc(-c2cccs2)n1-c1ccccc1` gave IDE cell activ -0.9, CRFR2-BP antag 35.8, NS3 helicase inh -3.6, IDE inh 4.3, UBC9 SUMO inh -15.4, p-CIP stab down -11.9, VIM-2 inhibitor -4.3, GalR3 antag -1.7 and IMP-1 inh -4.0.
`CS(=O)(=O)c1ccccc1-c1nc(-c2ccc(C(F)(F)F)cc2)no1` gave IDE cell activ 3.8, CRFR2-BP antag -16.8, NS3 helicase inh 15.6, IDE inh -6.2, UBC9 SUMO inh -9.6, p-CIP stab down -5.1, VIM-2 inhibitor -2.8, GalR3 antag 2.1 and IMP-1 inh -3.8.
COc1ccc2ccc(=O)oc2c1CC=C(C)C was read as IDE cell activ 1.0, CRFR2-BP antag 5.5, NS3 helicase inh -0.4, IDE inh 1.1, UBC9 SUMO inh -0.8, p-CIP stab down -17.1, VIM-2 inhibitor -2.0, GalR3 antag -3.9 and IMP-1 inh -4.4.
Screening CCCOc1ccc(Br)cc1/C=N/NC(=O)c1cc(OC)c(OC)c(OC)c1 returned IDE cell activ -2.5, CRFR2-BP antag -9.2, NS3 helicase inh 7.0, IDE inh -2.3, UBC9 SUMO inh -3.2, p-CIP stab down -8.5, VIM-2 inhibitor -1.8, GalR3 antag -0.6 and IMP-1 inh -1.9.
Screening O=C1C2C3C=CC(C3)C2C(=O)N1/N=C/c1cn(Cc2ccc(F)cc2)c2ccccc12 (stereo unspecified) returned IDE cell activ 9.4, CRFR2-BP antag -5.6, NS3 helicase inh -10.4, IDE inh 2.0, UBC9 SUMO inh 13.5, p-CIP stab down -1.9, VIM-2 inhibitor -0.6, GalR3 antag -2.2 and IMP-1 inh -3.5.
Screening Cc1cc(C)n(C(=O)CNC(=O)c2ccccc2Br)n1 returned IDE cell activ -0.7, CRFR2-BP antag 97.3*, NS3 helicase inh -2.9, IDE inh -6.0, UBC9 SUMO inh -5.3, p-CIP stab down -9.1, VIM-2 inhibitor -0.7, GalR3 antag -8.0 and IMP-1 inh -2.3.
`C/C(CS(=O)(=O)c1ccc(Cl)cc1)=N/NC(N)=S` gave IDE cell activ 2.3, CRFR2-BP antag 16.7, NS3 helicase inh 2.5, IDE inh 8.2, UBC9 SUMO inh 8.7, p-CIP stab down 9.6, VIM-2 inhibitor -2.4, GalR3 antag 3.3 and IMP-1 inh 0.3.
`Cc1sc(NC(=O)C2C3C=CC(C3)C2C(=O)O)c(C(N)=O)c1-c1ccc(C(C)C)cc1` (stereo unspecified) gave IDE cell activ 4.3, CRFR2-BP antag 18.9, NS3 helicase inh -1.0, IDE inh 0.7, UBC9 SUMO inh 13.5, p-CIP stab down 14.0, VIM-2 inhibitor -3.6, GalR3 antag 0.8 and IMP-1 inh -1.7.
CC1CCCCN1C(=O)/C=C/c1ccccc1[N+](=O)[O-] (stereo unspecified) was read as IDE cell activ 7.2, CRFR2-BP antag 3.7, NS3 helicase inh 14.2, IDE inh 1.9, UBC9 SUMO inh -4.8, p-CIP stab down -10.6, VIM-2 inhibitor 1.9, GalR3 antag -4.3 and IMP-1 inh -0.1.
For COc1cc(Oc2ccccc2)nc(N)n1 the results were IDE cell activ -0.1, CRFR2-BP antag 3.0, IDE inh 3.2 and GalR3 antag -6.8.
`COc1ccc(-n2c(SCC(=O)Nc3nccs3)nc3c(c2=O)SC(C)C3)cc1` (stereo unspecified) gave IDE cell activ -6.5, CRFR2-BP antag -11.5, NS3 helicase inh 1.5, IDE inh 3.8, UBC9 SUMO inh 2.9, p-CIP stab down -2.9, VIM-2 inhibitor -1.0 and IMP-1 inh -2.4.
`Cn1c(=O)n(C)c2cc(S(=O)(=O)NCC(=O)O)ccc21` gave IDE cell activ -1.8, CRFR2-BP antag 2.5, NS3 helicase inh -4.8, IDE inh 1.2, UBC9 SUMO inh -1.3, p-CIP stab down -0.7, VIM-2 inhibitor 0.0, GalR3 antag -3.1 and IMP-1 inh -0.5.
For Cc1nn(Cc2cccc(C(=O)Nn3cc([N+](=O)[O-])cn3)c2)c(C)c1[N+](=O)[O-] the results were IDE cell activ -0.2, CRFR2-BP antag 0.1, NS3 helicase inh 1.1, IDE inh 7.0, UBC9 SUMO inh 14.6, p-CIP stab down -14.6, VIM-2 inhibitor -0.5, GalR3 antag -2.9 and IMP-1 inh -4.8.
`COc1ccc(Cl)cc1NC(=O)NN1CCN(C)CC1` gave IDE cell activ 3.0, CRFR2-BP antag -3.1, NS3 helicase inh 3.7, IDE inh -2.3, UBC9 SUMO inh 7.8, p-CIP stab down -9.7, VIM-2 inhibitor -1.1, GalR3 antag -3.0 and IMP-1 inh -0.3.
For COc1ccc(S(=O)(=O)N2CCN(c3ccccn3)CC2)cc1OC the results were IDE cell activ 5.3, CRFR2-BP antag -13.9, NS3 helicase inh 2.3, IDE inh -10.3, UBC9 SUMO inh 3.1, p-CIP stab down -13.6, VIM-2 inhibitor -3.6, GalR3 antag -4.8 and IMP-1 inh -2.7.
